Screening results: PubChem, several laboratories
hK5 inh = human KLK5 protease inhibitors, primary screen, biochemical, 1536-well | Kallikrein-5 (Homo sapiens), Q9Y337 | recombinant hK5, fluorogenic AMC substrate cleavage | inhibition, % at 5 µM | hit rate 0.59% among 210,000 | AID 873, 2007;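 active means inhibition of 40% or more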;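 further: 0% = enzyme controls without compound and 100% = no-enzyme blanks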
Rad51 HR inh = human RAD51 strand exchange inhibitors, primary screen, biochemical, fluorescence; inhibition, % at 10 µM; hRad51 DNA strand exchange, fluorescence dequenching; hit rate 0.085% among 200,000; DNA repair protein RAD51 homolog 1 (Homo sapiens), Q06609;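 active means inhibition above 40% at the single screening dose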;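 further: 0% = DMSO control wells and 100% = blanks with heterologous ssDNA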
Target sequence (Q06609 whole entry, looked up): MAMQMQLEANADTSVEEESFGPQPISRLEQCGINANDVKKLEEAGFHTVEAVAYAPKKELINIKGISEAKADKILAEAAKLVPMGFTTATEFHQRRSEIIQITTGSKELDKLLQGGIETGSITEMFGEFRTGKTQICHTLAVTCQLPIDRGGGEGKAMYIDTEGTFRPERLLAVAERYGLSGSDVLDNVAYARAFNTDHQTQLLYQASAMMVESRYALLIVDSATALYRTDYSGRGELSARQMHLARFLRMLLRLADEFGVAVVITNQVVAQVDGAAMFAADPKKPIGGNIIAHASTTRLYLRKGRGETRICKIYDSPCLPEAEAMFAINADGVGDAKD
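Material: human Rad51–ssDNA filaments; Probe or stimulus: labelled 47-mer dsDNA for strand exchange; Doses: single 10 µM dose; Incubation: 37 °C 15-min filament assembly, 30-min compound preincubation, 15-min exchange; Technique: FRET fluorescence dequenching, excitation 485 nm, emission 520 nm; Measure: Fluorescence-based percent inhibition, control- and blank-normalised; Benchmarks: plate control and blank wells.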
Hck-Nef inh = inhibitors of Nef-activated human Hck kinase, primary screen, biochemical, Z-Lyte FRET, 384-well, Hck-YEEI; Tyrosine-protein kinase HCK (Homo sapiens), P08631; hit rate 0.68% among 220,000; inhibition, % at 20 µM; Recombinant Hck-YEEI plus Nef, Z-Lyte FRET kinase assay;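 active means Hck-Nef kinase inhibition above about 50%, limit read from the data; inactive means inhibition below that limit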;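 further: 0% = DMSO with Hck plus Nef and 100% = Hck alone without Nef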
FXIa inh 1536 = human FXIa protease inhibitors, primary screen, biochemical, 1536-well | Coagulation factor XI (Homo sapiens), P03951 | purified FXIa, Boc-Glu-Ala-Arg-AMC fluorogenic substrate | inhibition, % at 5 µM | hit rate 0.14% among 220,000 | AID 798, 2007;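 active means inhibition of at least 40%; inactive means inhibition below 40%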;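 further: fluorescence of freed AMC excited at 355 nm; 0% = enzyme without compound and 100% = no enzyme blank; many of its hits are not listed in these tables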
KCC2 mod = KCC2 cotransporter modulators, thallium flux, primary screen, cell-based, HEK293 KCC2, FluoZin-2 fluorescence, MLSMR; AID 1456, 2008; B-score of Tl+ flux slope (higher = more flux/activation; lower = inhibition) at 10 µM; hit rate 2.2% among 190,000; KCC2 cells, thallium flux FluoZin-2 fluorescence;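 active means thallium flux slope and its plate-corrected score both differing from the plate sample mean at a set confidence after two filtering rounds, in either direction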;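 further: slope of fluorescence scaled to starting intensity during 10 to 20 s after thallium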
L929 necroptosis = inhibitors of zVAD-triggered necroptosis, primary screen, L929 cells; hit rate 0.38% among 220,000; viability rescue, % at 10 µM; AID 1377, 2008; L929 zVAD necroptosis rescue, ATP luminescence, 24 h; with zVAD 60 µM;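 active means activation, scaled between plate controls, above about 75%, limit read from the data; inactive means activation under that limit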;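 further: 0% = zVAD with DMSO and 100% = DMSO alone without zVAD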
FXIIa inh = human FXIIa protease inhibitors, primary screen, biochemical, 1536-well. inhibition, % at 5 µM. hit rate 0.3% among 220,000. purified FXIIa, Boc-QGR-AMC fluorogenic substrate, 2 h; in the data active means inhibition above about 40%;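 further: 0% = enzyme with no compound and 100% = blank without enzyme; many of its hits are not listed in these tables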
Target sequence (P00748 20-372 limits assumed): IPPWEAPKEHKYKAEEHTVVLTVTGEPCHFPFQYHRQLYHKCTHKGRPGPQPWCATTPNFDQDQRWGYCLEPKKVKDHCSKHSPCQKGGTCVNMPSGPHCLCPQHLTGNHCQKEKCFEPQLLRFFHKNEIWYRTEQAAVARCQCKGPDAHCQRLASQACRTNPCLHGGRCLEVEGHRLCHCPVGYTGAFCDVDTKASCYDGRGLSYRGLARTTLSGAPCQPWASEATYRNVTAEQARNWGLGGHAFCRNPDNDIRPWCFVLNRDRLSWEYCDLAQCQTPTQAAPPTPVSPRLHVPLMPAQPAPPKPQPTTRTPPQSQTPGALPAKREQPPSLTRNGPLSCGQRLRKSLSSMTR
Target sequence (P00748 373-615 limits assumed): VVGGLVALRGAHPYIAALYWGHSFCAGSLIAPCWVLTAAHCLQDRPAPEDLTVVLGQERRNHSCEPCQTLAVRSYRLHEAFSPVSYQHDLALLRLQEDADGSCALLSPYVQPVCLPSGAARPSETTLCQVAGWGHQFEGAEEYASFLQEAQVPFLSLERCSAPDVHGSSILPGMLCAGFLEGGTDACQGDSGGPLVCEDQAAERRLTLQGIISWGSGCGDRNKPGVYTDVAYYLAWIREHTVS
TNF death inh = inhibitors of TNF-alpha triggered necroptosis, primary screen, cell-based, Jurkat FADD-/-, single concentration; Jurkat FADD-/- TNF necroptosis rescue, ATP luminescence, 24 h; 0 = TNF only, 100 = no-TNF cells; activation (protection from cell death), % at 10 µM; hit rate 0.068% among 220,000;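 active means activation, meaning protection from cell death, of at least 50% relative to plate controls; inactive means activation below 50%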;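 further: necroptosis triggered by 40 ng/mL TNF-alpha added together with compound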
Thrombin inh = human alpha-thrombin inhibitors, primary screen, counter-screen for coagulation protease inhibitor project, biochemical, 1536-well, fluorogenic AMC substrate. Prothrombin (Homo sapiens), P00734. Boc-VPR-AMC fluorogenic substrate cleavage. inhibition, % at 5 µM. hit rate 0.26% among 220,000;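 active means inhibition at or above 40%; inactive means inhibition below 40%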;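 further: 0% = enzyme with no compound and 100% = wells without enzyme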
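Test system: human alpha-thrombin protein / Dosing: one concentration per compound, 5 µM, with 0.2% DMSO / Medium: pH 7.5 Tris-saline with Tween 20 / Benchmarks: no-compound enzyme wells and no-enzyme blanks / Read-out basis: percent inhibition of thrombin substrate cleavage / Timing: reaction at room temperature / Measured by: fluorescence, ex 355 nm, em 460 nm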
Starred values were filed as active, the others as inactive; · = no result given. Only part of the results is shown (hit frequency here may not be typical).

SMILES	hK5 inh	Rad51 HR inh	Hck-Nef inh	FXIa inh 1536	KCC2 mod	L929 necroptosis	FXIIa inh	TNF death inh	Thrombin inh
O=C(O)c1ccccc1C(=O)c1ccc2c(c1)N(Cc1cccc(F)c1)C(=O)CO2	-6	17	19	-3	-0.34	0.3	3	-0.1	4
COc1ccc(-c2csc(NC(=O)c3ccccc3S(C)(=O)=O)n2)cc1	-2	8	-10	-4	-0.21	8.7	·	-0.1	-9
CC(=Nc1ccccc1)C1=C(O)COC1=O	-1	-1	-16	5	0.82	1.2	8	-0.3	2
O=C(CCC(=O)OCC(=O)c1ccc(Cl)cc1Cl)Nc1cccc2cccnc12	2	1	0	-12	-0.0086	0.0	1	-4.9	-6
CCO[C@@H]1OC(C(=O)N2CCOCC2)=C[C@H](C2CCCCC2)[C@H]1CCCO	7	-5	12	5	0.9	-1.0	14	-0.9	1
CC(=O)OC1COC(n2ccc3ccccc32)C(OC(C)=O)C1OC(C)=O (stereo not drawn)	-22	-1	-1	3	-0.011	-0.4	1	-3.3	-4
COc1ccccc1S(=O)(=O)CC(O)COc1ccc(F)cc1Cl (stereo not drawn)	-10	23	5	4	-1	0.4	6	-0.2	3
COCCN(C(=O)c1ccccc1OC1CCN(S(C)(=O)=O)CC1)C(C)C	-2	·	13	-6	-0.089	-0.1	3	-0.2	-8
COC(=O)c1cn(-c2ccccc2)nc1-c1ccc(OC)cc1	-1	9	23	-3	-0.12	2.5	6	1.0	-17
COc1ccc(C2CC3CC(c4ccccc4)N2O3)cc1 (stereo not drawn)	-29	5	-1	0	·	1.0	10	7.2	1
CCCCc1nnc(SCCSc2nnc(CCCC)n2N)n1N	-11	0	4	5	1.5	-0.1	15	-1.1	0
COC/C=C/C1=CC2=CC(=O)C(C)(OC(=O)CCC(=O)OC)C(=O)C2=CO1 (stereo not drawn)	0	-8	52*	1	0.28	0.9	6	0.0	-2

Four compounds out of the list, arranged by SMILES length, ascending.
SMILES	hK5 inh	Rad51 HR inh	Hck-Nef inh	FXIa inh 1536	KCC2 mod	L929 necroptosis	FXIIa inh	TNF death inh	Thrombin inh
COC(=O)c1cn(-c2ccccc2)nc1-c1ccc(OC)cc1	-1	9	23	-3	-0.12	2.5	6	1.0	-17
O=C(CCC(=O)OCC(=O)c1ccc(Cl)cc1Cl)Nc1cccc2cccnc12	2	1	0	-12	-0.0086	0.0	1	-4.9	-6
O=C(O)c1ccccc1C(=O)c1ccc2c(c1)N(Cc1cccc(F)c1)C(=O)CO2	-6	17	19	-3	-0.34	0.3	3	-0.1	4
CCO[C@@H]1OC(C(=O)N2CCOCC2)=C[C@H](C2CCCCC2)[C@H]1CCCO	7	-5	12	5	0.9	-1.0	14	-0.9	1

The list continues.
SMILES	hK5 inh	Rad51 HR inh	Hck-Nef inh	FXIa inh 1536	KCC2 mod	L929 necroptosis	FXIIa inh	TNF death inh	Thrombin inh
Cc1ccc(OCC(O)Cn2nc(C)cc2C)cc1 (stereo not drawn)	2	-4	18	-2	0.18	0.8	12	0.5	-10
Cc1ccc(S(=O)(=O)N2CCCN(S(=O)(=O)c3ccc4c(c3)OCCO4)CC2)cc1	-4	-3	2	7	·	-0.5	13	-13	5
O=C(c1ccc(S(=O)(=O)Cc2ccccc2F)c([N+](=O)[O-])c1)N1CCCCCC1	-1	4	35	3	-0.13	-2.0	9	-11	-1
O=C(CCSCCC(=O)Nc1c(F)c(F)c(F)c(F)c1F)Nc1c(F)c(F)c(F)c(F)c1F	-9	-8	18	-2	-0.14	3.0	-3	2.6	·
COc1ccc(OC)c(/C=N/NC(=O)c2cc3c(OC)cc(OC)cc3[nH]2)c1	-4	-7	11	-7	-0.87	63	0	-8.7	2
Cc1ccc(OCC(=O)N2CCN(C(=O)c3cccc(F)c3)CC2)cc1	-5	20	-1	1	-1.7	0.2	3	0.7	3
Cc1cccc(CNc2ccc(C(CC(N)=O)NC(=O)Cc3cccc4ccccc34)cc2[N+](=O)[O-])c1 (stereo not drawn)	2	-7	40	2	-0.12	0.0	9	0.2	-2
Cc1ccccc1N(C(=O)Cc1cccs1)C(C(=O)NCC1CCCO1)c1cccnc1 (stereo not drawn)	40	5	-1	-11	0.083	-0.1	-2	-2.3	-7
NC(=O)c1ccccc1NC(=O)c1ccccc1F	-4	0	0	5	·	2.1	14	-0.8	1
N/C(=N\OC(=O)/C=C/c1ccccc1)c1ccccn1	0	6	-48	5	0.33	-0.4	9	-5.4	-1
CCSc1nc(C(F)(F)F)cc(=O)n1-c1ccccc1	-3	4	3	-10	0.026	-0.1	-16	-3.4	-9
CC1(C)N=C(SCC(=O)Nc2ccc(Cl)cc2)C(c2ccccc2)=N1	1	2	-2	-8	-0.78	1.6	-9	0.1	-10
CC(C)(C)N(C=C(Cl)Cl)C(=O)NC1CCCCC1	-22	-6	3	3	0.16	0.2	15	-2.4	6
CCCn1c(=O)c2c(nc3n2CCS3)n(C)c1=O	-8	7	-23	-7	0.59	0.2	2	0.7	-5
CC(C)(C)P(=O)(CO)c1ccccc1 (stereo not drawn)	3	-2	2	0	-0.028	0.1	12	-4.4	3
Cc1cc(C(=O)COc2ncnc3sccc23)c(C)n1C	-27	-2	4	-15	·	1.9	5	-1.5	-2
O=C(NCCN1CCOCC1)c1ccc2c(c1)N(Cc1ccccc1)C(=O)CS2	-26	-3	0	8	0.42	0.4	9	-1.3	-2
C/C(=N/OC(=O)c1ccc(C(F)(F)F)cc1)c1oc(C)nc1C	-3	-9	12	3	0.057	-0.1	11	-0.3	-1
Nc1nc(SCC(=O)c2ccc(Oc3ccccc3)cc2)n[nH]1	0	1	0	-1	-1.5	-0.1	9	-0.4	-3
O=c1oc2ccccc2c(Nc2ccc3ccccc3c2)c1[N+](=O)[O-]	-1	1	1	6	-3.8*	1.1	13	-5.2	5
COc1ccc(CC(=O)NNC(=S)Nc2ccc(Br)cc2)cc1	-128	1	-5	12	0.54	0.2	19	-0.3	28
CC(C(=O)Nc1ccccc1C(=O)N1CCCC1)n1nnc2ccccc21 (stereo not drawn)	-1	0	2	-11	·	1.1	-29	0.6	-5
CCOC(=O)C1=C(C)NC(=O)NC1c1cccc(O)c1 (stereo not drawn)	-3	0	-13	2	0.99	-0.1	15	0.2	3
Clc1ccc(-c2ccc(SCc3ccccn3)nn2)cc1	43*	-10	1	12	0.76	-0.1	22	1.8	16
CC1(C(=O)c2ccccc2)C2c3c(ccc4ccccc34)OC(=O)C21C(=O)N1CCOCC1 (stereo not drawn)	-4	0	-1	3	-0.65	0.3	17	-1.9	-3
Cc1oc2ccccc2c1CNC(=O)N(C)C	0	15	0	2	1.2	-0.3	6	3.7	1
Cc1ccc(OCC(=O)Nc2sc3c(c2C#N)CCC3)cc1C	1	-13	-3	-5	1.8	-0.1	-2	-0.7	-4
Cc1ccc(-n2nnnc2SCn2nnc3ccccc3c2=O)c(C)c1	3	0	5	-5	0.25	-0.1	13	-12	-2
Cc1nc([N+](=O)[O-])cn1CC(O)c1ccc(F)cc1 (stereo not drawn)	6	13	12	4	-0.51	0.0	14	3.1	3
Cc1ccc2nc(Cl)c(CN(Cc3cccs3)C(=O)C3CC3)cc2c1	-2	-4	-1	-7	·	1.4	-10	-4.3	-12
COc1ccc(N=CC2=C(O)c3ccccc3C2=O)cc1	-25	4	-2	22	·	-0.4	14	-6.3	-6
COc1cc(/C=N/NC(N)=O)c(Br)cc1OCC(=O)Nc1ccccc1C	0	6	0	2	-0.022	0.3	14	-4.5	0
Cc1ccc(C)c(NC(=S)NCCc2ccc(F)cc2)c1	-8	2	0	0	-2.4	-0.6	8	-12	-4
Cc1ccc(S(=O)(=O)N2CCCC2C(=O)Nc2ccc(O)cc2)cc1 (stereo not drawn)	3	1	-5	6	1.1	0.2	13	-0.4	1
COCCn1c(SCC(=O)Nc2nnc(C)s2)nnc1-c1cc2ccccc2cc1O	-5	-3	6	6	0.11	-0.3	15	0.4	2
O=C(COC(=O)CCC(=O)c1ccc(F)cc1)NCc1ccco1	10	-3	1	0	0.083	1.1	1	-0.4	-2
COc1ccc(C(=O)NCc2nnc(SCC(=O)Nc3cc(C)cc(C)c3)o2)cc1OC	-1	-2	-6	20	1.3	-0.3	15	-0.2	-4
Cc1cc(C)c(S(=O)(=O)Nc2ccc(O)c(Sc3ncn[nH]3)c2)c(C)c1	-23	·	0	-4	1.8	-0.7	6	0.6	-2
O=C(Nc1ccc(Cl)c(-c2nc3ccccc3[nH]2)c1)c1ccc2c(c1)OCO2	3	6	-32	-5	-0.95	2.7	-2	5.0	-3
CN1CCN(c2nc(-c3ccccc3)c3cc(Cl)ccc3n2)CC1	-18	7	3	-11	0.3	5.2	-4	0.5	-4
O=C(CSc1nnc(-c2ccc(Cl)cc2)n1Cc1ccco1)NCc1ccc2c(c1)OCO2	-12	3	3	8	-1.6	0.3	22	-0.5	3
CCCCCCCNC(=O)CC(NS(=O)(=O)c1ccc(NC(C)=O)cc1)C(C)C (stereo not drawn)	-7	·	3	2	0.087	·	16	0.1	-1
CN(C)[C@@H](CO)c1nnc([C@H](Cc2ccc(O)cc2)NC(=O)C2CCNCC2)o1	7	-11	-22	4	-0.094	-0.5	10	0.2	4
O=C(Nc1ccccc1F)Nc1ccccc1OC(F)F	-15	-7	5	-3	-1.4	7.0	1	-1.0	5
CCC(=O)N1CCN(c2ccc(NC(=O)COc3ccccc3[N+](=O)[O-])cc2)CC1	-24	3	20	-3	0.13	8.3	11	-1.9	-3
O=C(c1ccc(Cn2c(=O)[nH]c3ccccc3c2=O)cc1)N1CCN(c2ccc(Cl)cc2)CC1	-7	0	-1	9	·	1.7	7	-3.6	3
Cc1ccc(NC(=O)CCCSc2ccccc2)cc1S(=O)(=O)N1CCOCC1	-6	-34	17	-5	-3*	0.4	0	-1.3	-2
CC(C)=C1SC(N2CCN(c3cccc(C(F)(F)F)c3)CC2)=NC1=O	3	-1	1	3	-0.19	1.7	15	-0.8	2
Cc1nc(SCC(N)=O)[nH]c(=O)c1Cc1ccc(OC(C)C)cc1	13	3	1	7	0.15	0.6	12	0.2	3
CC(C)CN(C)C(=O)CCc1nnc(Cc2cccc(C(F)(F)F)c2)o1	·	18	11	-4	-0.27	-0.1	3	1.0	-6
NS(=O)(=O)c1ccc(CCNC(=O)c2ccc(S(=O)(=O)N3CCCCC3)cc2)cc1	0	1	8	-4	-0.38	-0.3	5	0.8	-3
O=C(NCc1ccccn1)c1ccco1	-8	0	21	-3	0.066	2.0	-9	0.4	-12
